Screening data as filed in PubChem.
GDH-TPI inh: GDH-TPI coupled enzyme inhibition counter-screen; GDH-TPI coupled enzyme counterscreen, NADH absorbance; inhibition, % at 4.8 µM; hit rate 1.2% among 360,000; in the data active = inhibition above about 30%;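 also: 0% = DMSO wells and 100% = wells lacking the enzyme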
Rv3671c inh: Rv3671c (M. tuberculosis) protease inhibition. inhibition, % at 5.96 µM. hit rate 0.048% among 320,000; in the data active = inhibition above about 38%;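 also: extracellular domain of Rv3671c used as enzyme; 0% = enzyme with DMSO and 100% = no enzyme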
Target sequence (P9WHR9 whole entry, looked up, the tested form may be a part): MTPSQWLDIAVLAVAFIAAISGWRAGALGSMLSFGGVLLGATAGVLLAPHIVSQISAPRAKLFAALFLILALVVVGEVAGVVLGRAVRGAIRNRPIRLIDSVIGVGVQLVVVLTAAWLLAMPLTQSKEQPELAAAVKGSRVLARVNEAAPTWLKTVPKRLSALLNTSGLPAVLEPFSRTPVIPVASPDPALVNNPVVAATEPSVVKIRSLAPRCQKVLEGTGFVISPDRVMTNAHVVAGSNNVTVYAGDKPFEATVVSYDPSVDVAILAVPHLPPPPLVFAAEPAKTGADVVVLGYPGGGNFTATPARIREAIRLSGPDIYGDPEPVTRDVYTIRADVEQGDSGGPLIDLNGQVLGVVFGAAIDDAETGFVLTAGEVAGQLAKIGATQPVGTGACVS
FBA Mtb inh: inhibitors of M. tuberculosis fructose-bisphosphate aldolase | P9WQA3 | purified M. tuberculosis FBA, fluorescence read-out | inhibition, % at 1 µM | hit rate 2.3% among 360,000; in the data active = inhibition above about 27%;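 also: 0% = vehicle and 100% = reference inhibitor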
FadD28 FP inh: inhibitors of Mycobacterium tuberculosis FadD28 bisubstrate binding; hit rate 0.22% among 360,000; inhibition, % at 12.5 µM; FadD28 bisubstrate probe binding, fluorescence polarization; in the data active = inhibition above about 8.5%, passing the limit was not always enough; inconclusive = no clear call, values can overlap the other calls
MazF activator: MazEF (E. coli) toxin RNase activation; P0AE70; FAM/BHQ RNA-DNA oligo cleavage fluorescence, 5 h; activation, % at 20 µM; hit rate 0.32% among 350,000; AID 504720; in the data active = activation above about 50%
Target sequence (P0AE70 whole entry, looked up): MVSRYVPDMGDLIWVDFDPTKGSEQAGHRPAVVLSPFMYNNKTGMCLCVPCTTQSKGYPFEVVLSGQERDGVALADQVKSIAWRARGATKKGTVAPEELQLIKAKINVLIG
BoNT F protease: blocks Botulinum neurotoxin F light chain protease; inhibition, % at 10 µM; Multiplex microsphere protease cleavage assay, flow cytometry; hit rate 0.22% among 360,000; in the data active = inhibition above about 35%, passing the limit was not always enough; inconclusive = no clear call, values can overlap the other calls; also: plate controls were buffer without enzyme for full effect and enzyme alone for no effect
BioA inh: blocks M. tuberculosis BioA enzyme activity | hit rate 0.096% among 360,000 | inhibition, % at 9.99 µM | AID 602481 | purified M. tuberculosis BioA enzyme, plate reader; in the data active = inhibition above about 40%; inconclusive = no clear call, values can overlap the other calls
UGM FP inh: Mtb UDP-galactopyranose mutase inhibition | purified UGM, fluorescence polarization probe displacement | inhibition, % at 10 µM | hit rate 0.06% among 320,000; in the data active = inhibition above about 10%, passing the limit was not always enough; inconclusive = no clear call, values can overlap the other calls
Target sequence (P9WIQ1 whole entry, looked up): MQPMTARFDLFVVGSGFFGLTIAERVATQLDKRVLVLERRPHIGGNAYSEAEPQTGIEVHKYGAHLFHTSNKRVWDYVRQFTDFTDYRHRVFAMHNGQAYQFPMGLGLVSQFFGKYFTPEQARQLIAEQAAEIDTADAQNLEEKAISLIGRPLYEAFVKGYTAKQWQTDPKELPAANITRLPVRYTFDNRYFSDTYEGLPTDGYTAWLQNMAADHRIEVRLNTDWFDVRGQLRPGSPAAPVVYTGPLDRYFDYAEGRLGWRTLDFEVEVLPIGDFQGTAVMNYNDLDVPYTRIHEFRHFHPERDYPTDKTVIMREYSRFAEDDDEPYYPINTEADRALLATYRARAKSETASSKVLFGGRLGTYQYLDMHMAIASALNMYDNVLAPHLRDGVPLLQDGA
PrPC surface inh: inhibitors of human cell surface prion protein PrPC; P04156; TR-FRET read-out; inhibition, % at 13.8 µM; hit rate 0.43% among 370,000; AID 720596; in the data active = inhibition above about 24%; also: 0% = median of the test wells and 100% = reference compound wells
* marks the source's active call; other numbers are inactive results; ? = inconclusive; nt = no result given.

SMILES	GDH-TPI inh	Rv3671c inh	FBA Mtb inh	FadD28 FP inh	MazF activator	BoNT F protease	BioA inh	UGM FP inh	PrPC surface inh
COc1ccc(NC(=O)c2cc(C3CCCCN3C(=O)c3cc(OC)c(C)c(OC)c3)on2)c(C)c1 (stereo unspecified)	0	nt	2	-3.8	nt	2	-0.3	nt	2
Cc1ccc(NC(=O)C(Nc2ccccc2)c2ccccc2)cc1 (stereo unspecified)	-2	-11	-4	-1.6	7	-2	nt	2.0	1
O=C(OCc1ccc(F)cc1)c1cc(S(=O)(=O)N2CCCCC2)ccc1N1CCOCC1	5	-6	-1	-2.2	2	-11	nt	-0.5	6
Cc1ccccc1S(=O)(=O)Nc1ncnc2scc(-c3ccccc3)c12	-3	-14	-9	-5.4	-4	-11	1.4	-1.5	5
CCN(CC)S(=O)(=O)c1ccc(N2CCOCC2)c(NC(=O)COc2ccccc2C#N)c1	3	-6	-1	-1.3	-20	0	-3.5	2.3	-1
CN1C(=O)[C@@H]2[C@H](C1=O)[C@@H]1C(=O)Nc3ccccc3C(=O)N1[C@@H]2c1ccc(F)cc1	6	-10	4	0.4	2	0	-0.6	-1.1	-2
COc1ccc(CS(=O)(=O)CC(C)(O)c2ccccc2Cl)cc1 (stereo unspecified)	5	0	0	-4.1	-2	?	0.4	-1.1	8
CCOC(=O)c1ccc(NC(=O)NC2CC3CCC(C2)N3Cc2nnnn2C(C)(C)C)cc1 (stereo unspecified)	-5	0	1	0.4	-3	30	-1.7	-1.0	-3
COc1cccc(C(=O)Nc2ccc3c(C)cc(=O)oc3c2)c1	14	nt	3	-3.3	-2	13	0.6	-3.3	4
Nc1ccc(-c2nnn(CC(=O)N3CCCCC3)n2)cc1	10	-1	2	-2.5	4	?	-3.1	0.5	-2
FC(F)(F)c1nc2ccccc2n2c(-c3ccc(Cl)cc3)nnc12	2	3	61*	-2.5	10	-2	nt	0.3	0
COc1ccc(Cn2cnc3c(NS(C)(=O)=O)c(C)c(C)cc32)cc1	2	5	0	-0.4	-1	2	nt	-0.9	-3
C=CCSc1nnc2n(-c3ccccc3OC)c(=O)c3c4c(sc3n12)CCC4	nt	-7	nt	nt	-3	nt	nt	-1.4	3
C#CCOCCOCCOCCNc1nc(N2CCN(C(=O)[C@H]([C@@H](C)CC)n3cc([C@@H](N)CO)nn3)CC2)nc(N2CCN(C(=O)[C@H]([C@@H](C)CC)n3cc([C@@H](N)Cc4ccc(O)cc4)nn3)CC2)n1	10	2	-1	-0.4	9	-24	-1.7	0.3	nt
COc1ccc(CCNC(=O)c2ccc3c(c2)N(Cc2ccc(F)cc2)CCS3)cc1OC	4	-14	72*	3.2	3	-2	-0.2	-1.0	14
CC(=O)Nc1nonc1-c1nc2ccccc2n1Cc1nnc(C)o1	8	5	19	-0.3	16	-1	0.9	2.4	2
Cc1cc(-c2ccccc2)cc(=O)[nH]1	9	nt	3	-4.3	5	-5	nt	nt	-7
O=C(c1ccco1)N1CCN(C(c2ccc(F)cc2)c2nnnn2CC2CCCO2)CC1 (stereo unspecified)	6	-1	3	0.8	8	-5	6.9	0.6	2
COc1ccc(NC(=S)N2CCN(S(=O)(=O)c3ccc(OC)cc3)CC2)cc1	4	nt	3	-1.6	-13	-3	1.1	-0.7	2
CC(C)C(=O)Nc1ccc(N2CCCC2)cc1	7	1	3	-1.4	15	-75	nt	-0.7	-2
CC1(C(=O)NS(=O)(=O)c2ccc3c(c2)CCO3)CCN1C(=O)COc1ccc(Cl)cc1 (stereo unspecified)	-9	nt	0	-4.1	nt	3	-0.3	nt	0
CCCCc1cc(=O)oc2cc(C)cc(OCC(=O)N3CCC(C(N)=O)CC3)c12	11	1	18	-4.3	4	0	0.4	2.6	-3
CC(=O)N1CCCc2cc(S(=O)(=O)N3CCC(C)CC3)ccc21	1	-11	3	-1.5	1	5	-0.5	0.5	4
Cc1ccccc1NC(=O)NCc1ccco1	6	-7	1	2.9	-2	14	-5.2	-0.5	3
COc1ccccc1CN1CCNC(=O)C1CC(=O)NCCc1cnccn1 (stereo unspecified)	4	4	-1	1.0	4	-3	-1.5	-2.2	1
COc1ccc(NC(=S)Nc2cc(-c3ccccc3)[nH]n2)cc1Cl	1	-69	-2	-42	3	-17	0.4	-0.6	12
CCn1cc(C(=O)N(C)c2ccccc2F)c2cc(OC)c(OC)cc2c1=O	9	-10	0	nt	7	-2	-2.0	-5.3	5
CCCc1nc(SCC(=O)Nc2nccs2)c2ccccc2n1	16	4	2	1.0	13	20	-6.0	1.0	20
O=C1OCCN1S(=O)(=O)Nc1ccccc1	-15	-4	-5	-3.5	8	-12	5.5	-0.5	-3
CCOC(=O)N1CCC(N2CCCC(CO)(Cc3ccccc3C)C2)CC1 (stereo unspecified)	9	-11	-4	-3.8	-4	8	nt	-0.7	-3
COc1ccccc1C=NNC(=O)c1ccncc1	26	nt	1	-0.5	-2	-5	-0.3	nt	-5
Cn1c(=N)n(CC(=O)O)c2ccccc21	8	11	9	0.4	-8	1	-2.8	1.4	3
Cc1nn(C)cc1/C=N/NC(=O)CSc1ccccn1	3	1	2	-1.7	-2	3	nt	-0.7	-4
O=C1CC(c2ccc(F)cc2)Cc2nc(NCc3ccco3)ncc21 (stereo unspecified)	5	-3	5	-4.8	-1	0	1.5	-0.2	-2
O=C(CCN1C(=O)c2ccccc2C1=O)N1CCCCCC1	-1	-1	-3	-2.4	7	-11	-5.1	0.0	-1
O=C(c1cc2ccccc2o1)N1CCN(c2ncccn2)CC1	6	-2	0	-2.5	11	-1	0.1	0.8	3
CC(C)Sc1oc(-c2ccco2)nc1S(=O)(=O)c1ccccc1	12	-5	2	-0.4	-24	-9	2.0	-2.9	-24
COc1ccc(-c2ccc(CCC(=O)O)n2CC(=O)Nc2cccc(OC)c2)cc1	3	4	5	1.0	-3	-2	nt	-0.2	-1
CC(=O)Nc1ccc(S(=O)(=O)NCC2CCC(C(=O)N3CC(C)CC(C)C3)CC2)cc1 (stereo unspecified)	-9	-4	1	-1.6	17	2	11	0.6	0
COc1ccc(N=C(C)c2c(O)n(C)c(=O)n(C)c2=O)c(OC)c1	15	-8	-1	-4.5	-8	-3	6.0	1.7	9
CCCn1c(NC(=O)C23CC4CC(CC(O)(C4)C2)C3)nc2ccccc21	-3	-6	1	-1.4	6	0	nt	-0.4	-3
O=C(COC(=O)c1c(F)cccc1F)Nc1cccc(S(=O)(=O)N2CCCCC2)c1	7	nt	-2	-0.6	-9	-4	1.4	nt	-10
CCC(C)(C)n1nnnc1CN(Cc1ccco1)Cc1cc2cc3c(cc2[nH]c1=O)OCO3	14	-3	35*	-3.3	1	-4	-0.8	-1.4	nt
Cc1ccc(S(=O)(=O)NCC(=O)NCC2CCCCC2)cc1C	-6	-12	-7	-3.8	5	-3	0.6	-0.4	1
O=C(C1CC(=O)N(c2ccc(Cl)cc2)C1)N1CCCCCC1 (stereo unspecified)	-1	5	4	-0.5	-23	3	nt	1.2	5
COc1ccc(-n2nc(C(=O)Nc3ccc(OC)c(OC)c3)c3c4ccccc4n(C)c3c2=O)cc1	2	-2	-4	0.3	-10	13	-2.0	2.6	-6
Cc1occc1C(=O)N1CCCC(Nc2ccc(C(C)C)cc2)C1 (stereo unspecified)	-1	4	-3	-2.3	-2	-1	0.7	-0.6	3
COC(=O)c1cc(OC(=O)CCc2ccc(OC)c(OC)c2)cc(C(=O)OC)c1	1	2	-1	-0.7	-5	-5	nt	-0.1	3
CCCNC(=O)Nc1ccc(F)c(Cl)c1	-2	0	4	0.0	1	0	nt	0.1	3
CCOc1cc(CN2CCN(C(=O)c3ccco3)CC2)ccc1OC	-11	5	7	-7.2	4	-7	-0.1	2.5	-8
Cc1ccc2c(c1)n([O-])c1c([n+]2=O)CCCC1	3	2	-3	-2.1	1	-21	-3.9	2.1	-16
CC1CCCCC12NC(=O)N(CC(=O)Nc1cccc(S(=O)(=O)N3CCCCC3)c1)C2=O (stereo unspecified)	-8	4	0	-0.2	3	-1	-0.2	nt	-4
CCc1ccc(NC(=O)C2CCN(c3c(N4CCCC4)c(=O)c3=O)CC2)cc1	-1	10	-5	-2.1	8	4	0.8	-5.5	-26
Cc1ccc(NS(=O)(=O)c2ccc(NC(=O)N3CCCCC3)cc2)cc1	1	-10	1	-0.7	6	-7	-0.6	-1.6	-4
NC/C(=N\O)c1ccc(Cl)cc1Cl	-2	-6	-1	-1.0	5	4	-0.5	-2.3	-6
FC(F)(F)c1nc2nccnc2[nH]1	1	nt	1	-1.0	4	-2	nt	nt	-3
O=C1NN=C(c2ccc(Cl)cc2)CC1c1cccc(Cl)c1 (stereo unspecified)	-6	-4	-1	-2.1	-1	-11	-0.4	1.1	7
CCC(C)c1c(O)nc(SCC(=O)N2CCCCCC2)[nH]c1=O (stereo unspecified)	-4	7	0	-4.4	11	5	nt	1.3	6
CC1CCC(C(=O)NC(C(=O)NCCc2ccc(S(N)(=O)=O)cc2)C(C)C)CC1 (stereo unspecified)	10	1	0	nt	-15	12	0.5	-1.3	3
COc1ccc(-c2cc(C(=O)Nc3cc(C)nn3-c3ccccc3)no2)cc1	13	-4	3	-1.9	-17	1	0.4	2.7	-2

Going on with the list.
SMILES	GDH-TPI inh	Rv3671c inh	FBA Mtb inh	FadD28 FP inh	MazF activator	BoNT F protease	BioA inh	UGM FP inh	PrPC surface inh
Nc1ccn(Cc2cccc(F)c2)n1	-7	5	-2	-2.1	0	-13	0.0	0.4	2
Clc1ccc(Cn2cc(/C=N/n3cnnc3)c3ccccc32)c(Cl)c1	10	-1	2	-0.8	13	-6	nt	3.1	7
CC(C)N(CCO)C(=O)CCc1nnc(CCCc2ccccc2)o1	2	1	2	-0.2	-3	-1	nt	-5.3	4
CCOC(=O)N1CCN(C(=S)NC)CC1	4	1	-2	-0.2	5	4	-0.8	-1.9	-1
CCCCc1c(CCC)c(=N)c2ccccc2n1C	15	8	13	-3.5	4	28	nt	1.4	10
O=C1CCc2cc(S(=O)(=O)NCc3ccccc3Cl)ccc2N1	-4	-1	1	-3.5	-20	3	0.8	0.2	0
O=C(COc1ccc2c(c1)CCC2)N1CCN(c2cccc(C(F)(F)F)c2)CC1	-1	-6	-1	-5.4	0	1	nt	-3.9	3
NC(Cc1ccccc1Cl)c1nn[nH]n1 (stereo unspecified)	4	nt	-2	-1.1	5	-8	-2.0	nt	2
CCC(C)(C)n1nnnc1C(c1cc2cc3c(cc2[nH]c1=O)OCO3)N1CCCCC1 (stereo unspecified)	10	1	22	0.7	0	-8	-4.3	5.7	nt
O=C(O)c1cnc(-c2ccccc2)nc1Sc1ccccc1	6	-1	-2	-1.4	4	-2	1.1	-0.5	-2
CC(C)=CCC/C(C)=C/COc1c2occc2cc2ccc(=O)oc12	4	-5	2	-1.0	-2	-4	0.8	nt	7
CN[C@H](CC(=O)O)C(=O)O	4	2	-1	-0.9	1	9	-0.4	-0.9	5
CCc1ccc(CNC(=O)C2CC(=O)N(CCc3ccc(C)cc3)C2)cc1 (stereo unspecified)	11	-2	3	-0.9	-5	7	-0.1	-1.1	4

Nothing new here: entries from further up.
SMILES	GDH-TPI inh	Rv3671c inh	FBA Mtb inh	FadD28 FP inh	MazF activator	BoNT F protease	BioA inh	UGM FP inh	PrPC surface inh
NC(Cc1ccccc1Cl)c1nn[nH]n1 (stereo unspecified)	4	nt	-2	-1.1	5	-8	-2.0	nt	2
CCC(C)(C)n1nnnc1C(c1cc2cc3c(cc2[nH]c1=O)OCO3)N1CCCCC1 (stereo unspecified)	10	1	22	0.7	0	-8	-4.3	5.7	nt
O=C(O)c1cnc(-c2ccccc2)nc1Sc1ccccc1	6	-1	-2	-1.4	4	-2	1.1	-0.5	-2
CC(C)=CCC/C(C)=C/COc1c2occc2cc2ccc(=O)oc12	4	-5	2	-1.0	-2	-4	0.8	nt	7
CN[C@H](CC(=O)O)C(=O)O	4	2	-1	-0.9	1	9	-0.4	-0.9	5
CCc1ccc(CNC(=O)C2CC(=O)N(CCc3ccc(C)cc3)C2)cc1 (stereo unspecified)	11	-2	3	-0.9	-5	7	-0.1	-1.1	4
